# M18AAP inhibitor – PfM18AAP inhibitors, malaria aminopeptidase, primary screen, biochemical, QFRET, recombinant enzyme | H-Glu-NHMec fluorogenic cleavage | 290,000 compounds, 1.2% hits | M18 aspartyl aminopeptidase (Plasmodium falciparum 3D7) | inhibition, % at 7.35 µM | AID 1822, 2009;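 active means inhibition above the campaign mean inhibition over all tested compounds plus 3 SD, cut at about 28% in these data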;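 further: 0% = plate median of test compound wells and 100% = 2 mM ZnCl2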
# IDE inh – human IDE inhibitors in live cells, primary screen, fluorescence polarization, HEK cells, FAbetaB substrate. Insulin-degrading enzyme (Homo sapiens), P14735. FAbetaB cleavage. inhibition, % at 5.59 µM. 320,000 compounds, 0.41% hits. AID 434962, 2010;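 active means percent inhibition above the average of all tested compounds plus 3 SD, set per screening campaign, cut at about 16% in these data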;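 further: IDE supplied by intact live HEK cells; FP after avidin binding of uncleaved biotin substrate so inhibition keeps polarization high; 0% = DMSO wells and 100% = 60 µM reference IDE inhibitor Ii1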
# Target sequence (P14735 whole entry, looked up): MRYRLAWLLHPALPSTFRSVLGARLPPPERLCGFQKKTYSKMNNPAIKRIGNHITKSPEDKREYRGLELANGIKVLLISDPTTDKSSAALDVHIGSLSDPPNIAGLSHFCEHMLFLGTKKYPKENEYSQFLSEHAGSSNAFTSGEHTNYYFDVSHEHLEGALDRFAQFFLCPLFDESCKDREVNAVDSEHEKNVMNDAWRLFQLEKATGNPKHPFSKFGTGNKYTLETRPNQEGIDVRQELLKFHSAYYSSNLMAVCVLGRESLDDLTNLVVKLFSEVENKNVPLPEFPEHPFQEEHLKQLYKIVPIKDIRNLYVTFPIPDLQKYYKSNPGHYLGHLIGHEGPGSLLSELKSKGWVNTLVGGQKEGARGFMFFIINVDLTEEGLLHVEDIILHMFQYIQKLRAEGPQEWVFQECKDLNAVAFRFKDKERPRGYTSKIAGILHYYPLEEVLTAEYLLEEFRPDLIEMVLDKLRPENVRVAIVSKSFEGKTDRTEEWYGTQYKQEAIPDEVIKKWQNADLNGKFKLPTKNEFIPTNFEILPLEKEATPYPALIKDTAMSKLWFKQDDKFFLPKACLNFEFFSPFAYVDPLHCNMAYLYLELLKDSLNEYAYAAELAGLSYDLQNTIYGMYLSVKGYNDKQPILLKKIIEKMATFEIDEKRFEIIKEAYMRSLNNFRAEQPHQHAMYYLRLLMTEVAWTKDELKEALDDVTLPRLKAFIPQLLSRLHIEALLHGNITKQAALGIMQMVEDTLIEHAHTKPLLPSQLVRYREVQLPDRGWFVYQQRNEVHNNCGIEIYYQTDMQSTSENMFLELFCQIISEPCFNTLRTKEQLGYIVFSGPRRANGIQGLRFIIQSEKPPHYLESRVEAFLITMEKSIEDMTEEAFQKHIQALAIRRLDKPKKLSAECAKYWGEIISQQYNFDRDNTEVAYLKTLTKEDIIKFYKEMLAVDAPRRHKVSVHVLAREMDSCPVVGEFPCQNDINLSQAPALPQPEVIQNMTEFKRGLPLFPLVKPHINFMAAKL
# IMP-1 inhibitor – IMP-1 metallo-beta-lactamase inhibitors, primary screen, biochemical, epi-absorbance readout, Pseudomonas aeruginosa enzyme. purified IMP-1, nitrocefin hydrolysis, epi-absorbance fluorescence. metallo-beta-lactamase IMP-1 (Pseudomonas aeruginosa). inhibition, % at 5.6 µM. 290,000 compounds, 0.45% hits;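 active means inhibition above the mean plus 3 SD of all compounds in the same screening run, cut at about 4.5% in these data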;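 further: 0% = IMP-1 with DMSO and 100% = DMSO wells lacking enzyme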
#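 System: purified IMP-1; amount: IMP-1 0.2 nM before substrate addition; compound: single dose, 5.6 µM; times: 25 °C, 15 min preincubation, 25 min reaction; signal: Epi-absorbance via hydrolysed-nitrocefin quenching of white-plate fluorescence, 480/530 nm, EDTA stop; benchmarks: DMSO with and without IMP-1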
# VIM-2 inh – VIM-2 metallo-beta-lactamase inhibitors, primary screen, biochemical, epi-absorbance readout, Pseudomonas aeruginosa enzyme; purified VIM-2, nitrocefin hydrolysis, epi-absorbance fluorescence; inhibition, % at 5.6 µM; 290,000 compounds, 0.89% hits;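 active means inhibition above the mean of all tested compounds plus 3 SD, cutoff set per screening run, cut at about 7.5% in these data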;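 further: red hydrolysis product quenches plate fluorescence so inhibitors raise well fluorescence; 0% = enzyme with DMSO and 100% = DMSO without enzyme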
# pCIP destab – p/CIP-EGFP fusion destabilizers, primary screen, fluorescence, F442A cells; 16 h; decrease of EGFP signal, % at 10 µM; 290,000 compounds, 0.01% hits;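 active means EGFP signal decrease of at least 30% at 10 µM or well 3 SD below plate mean, unless failing retest; inactive means the rest, including hits failing retest or dose response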; further: some compounds called inactive have numbers as strong as hits; many of its hits are not listed in these tables
# SUMO HTRF inh – inhibitors of in vitro SUMOylation cascade, primary screen, biochemical, HTRF, uHTS. SUMO-conjugating enzyme UBC9 (Homo sapiens), P63279. HTRF SUMOylation assay, SAE1/SAE2 + UBC9. inhibition, % at 35 µM. 290,000 compounds, 0.36% hits. AID 2006, 2009; in the data active means inhibition above about 50%, passing the limit was not always enough; further: strong numbers were not always called active
# IDE cell activ – human IDE activators in live cells, primary screen, fluorescence polarization, HEK cells, FAbeta-B substrate; Insulin-degrading enzyme (Homo sapiens), P14735; FAbeta-B cleavage; 0% vehicle, 100% cell-free pure enzyme wells; activation, % at 5.96 µM; 340,000 compounds, 0.073% hits;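 active means activation above the mean of all tested compounds plus 3 SD, set per screening campaign, cut at about 17% in these data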
# NS3 helicase inh – inhibitors of HCV NS3 helicase, primary screen, biochemical, Cy5 molecular beacon fluorescence; NS3 helicase DNA unwinding; inhibition, % at 10.9 µM; 290,000 compounds, 0.56% hits; AID 1800, 2009;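 active means inhibition above the mean of all tested compounds plus 3 SD, set per campaign, cut at about 35% in these data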;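 further: 0% = DMSO wells and 100% = thioflavine S control wells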
#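 System: HCV NS3 helicase fragment; control set: DMSO and thioflavine S; technique: Cy5 fluorescence at 0 and 60 min, beacon hairpin quenching; reagent: beacon DNA duplex substrate plus ATP; replicates: singlicate; schedule: 1 h reaction at 25 °C, ATP-initiated; medium: MOPS buffer pH 6.5 with MgCl2, DTT, Tween20, BSA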
# DNA FID counter – compounds displacing fluorescent DNA intercalator, primary screen, artefact control for HCV NS3 helicase inhibitor project, biochemical, FID fluorescence | DNA fluorescent intercalator displacement | inhibition, % at 7.9 µM | 290,000 compounds, 0.17% hits | AID 1845, 2009; in the data active means inhibition above about 37%;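 further: 0% = vehicle and 100% = reference compound; higher means more ethidium bromide displaced from hairpin DNA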
# Active calls of the source: *; . = not tested or not shown.
Compound	M18AAP inhibitor	IDE inh	IMP-1 inhibitor	VIM-2 inh	pCIP destab	SUMO HTRF inh	IDE cell activ	NS3 helicase inh	DNA FID counter
CCOc1ccc(-n2c(O)c(/C=N/Nc3nc(C)cc(C)n3)c3ccccc3c2=O)cc1	26.7	-2.3	-2.0	-0.7	17.6	-28.5	1.1	10.4	-4.6
CCc1nnc2n1N=C(c1ccc(Cl)cc1Cl)CS2	-8.9	0.7	-2.3	-0.3	-19.9	12.2	-1.0	-15.0	-22.1
O=C(NCCCn1ccnc1)c1cc2ccccc2oc1=O	-9.6	-2.5	-3.0	1.7	3.5	5.1	-6.4	-5.6	-0.2
CCOc1ccc(NC(=O)CCC(=O)NNC(=O)c2ccco2)cc1	1.4	4.5	-3.2	-2.7	2.9	2.9	0.8	-11.6	-8.3
CCn1c(CNc2ccc(F)cc2)nnc1SCCN1CCCCC1	-17.6	0.6	-0.3	-0.8	-3.3	8.0	4.9	0.1	6.0
OCCc1c[nH]c2cc(F)ccc12	-4.0	1.9	-1.6	-0.8	-7.6	13.8	6.0	14.5	0.0
Clc1nn2cnnc2c2ccccc12	0.2	0.3	-4.2	-0.1	-7.1	6.2	1.9	-3.2	-1.8
COCCn1c(SCC(=O)NCc2ccc3c(c2)OCO3)nc2ccccc2c1=O	18.1	-7.3	-3.5	-2.6	1.6	0.7	0.3	0.3	-11.9
N=c1c(C(=O)NCc2ccco2)cc2c(=O)n3ccccc3nc2n1C1CCCC1	36.0*	4.5	-2.0	3.5	-19.1	35.2	1.5	7.4	-18.4
CCn1nc(NC(=O)C(C)C)c2cc3cccc(C)c3nc21	-4.3	-2.1	-1.5	2.1	-6.2	23.4	-0.3	-10.6	-25.6
CC(NC(=S)Nc1ccc(Cl)cc1)C(c1ccccc1)N1CCOCC1 (configuration not stated)	2.7	4.6	-3.3	-2.6	1.5	-17.0	-4.1	-7.9	-17.2
Cc1c(C(=O)N2CCCC2)sc(NC(=O)c2cccs2)c1C#N	-4.9	2.9	-1.2	-0.4	-4.6	13.4	3.1	-4.4	-10.7
CCN(CC(=O)NCc1ccncc1)S(=O)(=O)c1cc(Cl)ccc1Cl	4.9	3.6	-5.0	-1.7	-13.5	5.5	-3.3	5.7	-8.8
C[C@H](NC(=O)c1nc[nH]c1C(=O)N[C@H](C)c1ccccc1)C(=O)OCc1ccccc1	.	1.4	.	.	-1.3	3.9	4.0	.	.
Cn1c(=O)cc(SCC(=O)NCCN2CCN(c3ccccc3F)CC2)c2cc(Cl)ccc21	-7.5	1.8	-1.6	-2.4	7.6	7.7	-2.5	-19.8	-2.8
O=C(CCc1nnc(Cc2c[nH]c3ccccc23)o1)NC1CCCC1	-1.2	4.2	-2.1	-2.1	-1.5	12.7	0.8	-4.9	-6.3
COc1ccc(OCc2nn3c(Cn4cnc5ccccc54)nnc3s2)cc1	0.1	-2.5	-3.0	-2.9	-11.4	7.6	1.4	-4.7	-24.8
COc1cccc(CN2CCN(Cc3ccc4c(c3)OCCO4)CC2CCO)c1 (configuration not stated)	-0.2	-7.7	-4.4	-3.0	-2.3	1.2	-7.3	1.4	1.1
O=C(Nc1ccc(-c2nnco2)cc1)c1ccccc1	-1.8	-0.6	-5.0	-1.0	-3.3	10.6	4.9	-6.7	-2.8
O=C(CC(=O)Nc1cc(Cl)ccc1Cl)Nc1cc(Cl)ccc1Cl	2.7	-1.1	1.7	-0.7	3.8	18.5	-2.7	11.7	-2.3
O=C(CCN1C(=O)COc2ccccc21)NCCCN1CCCC1	12.9	-4.2	0.8	1.4	-1.2	.	1.6	10.8	13.5
Cc1c(CC(=O)NCCCC(=O)O)c(=O)oc2cc3c(cc12)CCC(C)(C)O3	3.8	-0.1	-1.0	-3.1	6.9	5.2	-3.5	13.2	-20.6
CC(=O)Nc1ccc(N=Cc2c(O)c(C(=O)Nc3ccccc3)cc3ccccc23)cc1	7.8	-3.3	-3.3	-4.8	14.8	15.7	.	7.1	0.5
O=C(O)C1CCCCC1C(=O)NCCCCc1ccccc1 (configuration not stated)	7.7	2.3	-3.1	-0.3	4.5	-9.8	3.5	-5.3	-0.3
CC(C)(C)NC(=O)CSc1nnc(C2CC2)n1-c1ccccc1	-2.3	2.7	-3.3	-0.2	9.6	-17.1	-2.2	-1.6	-6.2
CCc1c(C)nc(N2CCOCC2)[nH]c1=O	4.0	-6.6	-2.2	-2.1	-1.1	5.9	4.7	4.6	2.6
COC(=O)c1ccccc1Sc1c(/C=N/OCc2ccc(Cl)cc2)c(C(F)(F)F)nn1C	2.2	0.1	1.6	-3.0	5.9	-14.9	1.2	3.5	1.4
O=c1c2cc(NC(=S)NC3CC3)ccc2nc2n1CCCCC2	-9.1	3.0	-1.3	0.3	-2.2	6.2	4.4	1.3	-6.3
Cc1ccc(-c2ccc(C#N)c(=O)n2CC(=O)N(C)C)cc1	-0.3	4.2	-3.8	-1.3	-20.6	1.1	-3.1	-7.9	-17.8
O=C(Nc1ccccc1)N1CCN(CCc2ccccc2)CC1	-0.7	2.9	-2.5	-4.2	-10.8	12.6	0.2	1.9	-1.0

# Arranged by value in IMP-1 inhibitor (high to low): five of the compounds above.
smiles	IMP-1 inhibitor
COC(=O)c1ccccc1Sc1c(/C=N/OCc2ccc(Cl)cc2)c(C(F)(F)F)nn1C	1.6
O=C(CCN1C(=O)COc2ccccc21)NCCCN1CCCC1	0.8
CC(NC(=S)Nc1ccc(Cl)cc1)C(c1ccccc1)N1CCOCC1 (configuration not stated)	-3.3
COCCn1c(SCC(=O)NCc2ccc3c(c2)OCO3)nc2ccccc2c1=O	-3.5
COc1cccc(CN2CCN(Cc3ccc4c(c3)OCCO4)CC2CCO)c1 (configuration not stated)	-4.4

# The results go on:
Compound	M18AAP inhibitor	IDE inh	IMP-1 inhibitor	VIM-2 inh	pCIP destab	SUMO HTRF inh	IDE cell activ	NS3 helicase inh	DNA FID counter
COc1ccccc1N(C(=O)c1ccco1)C(C(=O)NC1CCCC1)c1ccncc1 (configuration not stated)	6.8	0.0	-3.4	-1.2	-13.2	2.9	2.8	3.6	-19.4
Cc1cc(C)c(O)c(-c2cc(C(=O)Nc3c(C)n(C)n(-c4ccccc4)c3=O)[nH]n2)c1	8.5	7.0	-0.8	-2.4	-5.3	23.4	2.6	6.9	-29.3
COc1cccc(CN(C)CC(O)COc2cc(Cl)ccc2Cl)c1 (configuration not stated)	-3.3	-5.6	-1.1	-1.9	4.5	13.4	2.1	-38.1	17.5
O=C(N/N=C/c1cccnc1)c1cc(-c2ccccc2Cl)nc2ccccc12	9.7	6.8	-6.1	-2.4	-3.3	-8.1	1.6	6.2	-26.4
CCCCCn1c(=O)c(-c2nc3ccccc3[nH]2)c(O)c2ccccc21	-0.4	-3.0	-2.0	-3.3	3.6	37.0	.	0.2	-7.8
Cc1cc(C)nc(SCSc2nc(C)cc(C)n2)n1	-0.9	.	-2.1	-1.6	-24.8	7.0	-2.4	3.1	-6.8
CCN(CC)C(=O)c1[nH]cnc1C(=O)NCC(=O)OC(C)(C)C	7.3	-1.7	-1.9	-1.6	2.0	-5.4	5.2	-4.1	-9.3
Cc1ccc(-c2c[n+](CC(=O)Nc3c(C)cccc3C)c3n2CCC3)cc1	2.8	2.5	-1.2	-1.7	2.6	0.4	.	-14.3	9.9
Cc1ccc(CNc2nc3ccc(C)cc3n3cnnc23)cc1	7.4	-0.8	-4.5	0.1	-12.1	3.8	7.6	-2.8	-7.7
Cc1ccc(S(=O)(=O)Nc2nc(C)c(C(=O)NNS(=O)(=O)c3cc(C)ccc3C)s2)cc1	11.1	-0.7	-0.5	-0.1	5.7	8.7	4.0	7.2	-64.7
Cc1c(C(=O)NC(=S)NCc2cccnc2)cccc1[N+](=O)[O-]	0.8	3.3	-1.8	3.2	5.7	-15.9	4.9	1.6	-10.1
CC(=O)Nc1ccc(S(=O)(=O)N2CCN(S(=O)(=O)c3ccc(NC(C)=O)cc3)CC2)cc1	-3.0	.	-1.1	-3.1	8.7	-2.0	-1.5	3.3	-0.9
CCNc1nc(Sc2ccc(C)cc2)cc(C(F)(F)F)n1	4.5	-0.9	-2.6	-3.7	-1.8	-6.9	-0.7	1.2	-2.7
OCCc1c[nH]c2ccc(C(F)(F)F)cc12	-2.9	-1.1	-2.0	-1.5	-4.9	15.0	3.2	9.9	-0.7
CN(C)N=Nc1ccc(S(N)(=O)=O)cc1	-4.5	-0.7	-0.9	-2.4	-2.7	10.3	0.3	0.1	1.6
CCc1nnc(NC(=O)c2cc3ccccc3oc2=O)s1	5.8	4.6	0.2	3.3	-6.8	8.9	-0.2	-4.3	3.3
CCCCN(C(=O)CSc1cc(C)c2ccc(OC)cc2n1)c1c(N)n(Cc2ccccc2)c(=O)[nH]c1=O	2.2	-0.7	-3.1	-4.2	0.6	2.0	-1.5	-36.4	-35.8
Cc1ccc2c(C(=O)CN3CCCC3)c(C)[nH]c2c1	-2.0	-2.2	-1.1	-2.0	-0.9	16.7	2.9	-3.8	3.3
COc1ccccc1NC(=O)CCCn1c(=S)[nH]c2ccccc2c1=O	9.1	1.5	-1.8	-2.8	7.9	8.1	-2.8	5.5	-12.4
CCN(CC)C(=O)Cn1cc(C(=O)C(=O)N2CCN(c3ccc(OC)cc3)CC2)c2ccccc21	0.7	4.0	-3.2	-7.4	2.8	1.4	-0.6	-1.8	-51.7

# Some of the entries so far, as labelled records.
structure: O=C(N/N=C/c1cccnc1)c1cc(-c2ccccc2Cl)nc2ccccc12
  M18AAP inhibitor = 9.7; IDE inh = 6.8; IMP-1 inhibitor = -6.1; VIM-2 inh = -2.4; pCIP destab = -3.3; SUMO HTRF inh = -8.1; IDE cell activ = 1.6; NS3 helicase inh = 6.2; DNA FID counter = -26.4
structure: CCCCCn1c(=O)c(-c2nc3ccccc3[nH]2)c(O)c2ccccc21
  M18AAP inhibitor = -0.4; IDE inh = -3.0; IMP-1 inhibitor = -2.0; VIM-2 inh = -3.3; pCIP destab = 3.6; SUMO HTRF inh = 37.0; IDE cell activ = .; NS3 helicase inh = 0.2; DNA FID counter = -7.8
